Bioassay records (PubChem)
FN deposit inh – fibronectin deposition inhibition; actives 0.086% (n = 350,000); inhibition, % at 12.6 µM; AH1F fibroblasts, Alexa488-fibronectin deposition fluorescence, overnight;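 active = mean inhibition across replicates of 30% or more, regardless of how many single replicates reach that level; inconclusive = mean under 30% yet at least half of replicates reach 30%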;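 also: positive control wells lacked labelled fibronectin entirely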
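Material: AH1F fibroblast monolayer depositing Alexa488-labelled fibronectin into matrix / Amount: 10000 AH1F cells per well / Signal: fluorescence 485/525 nm / Medium: DMEM, 2% serum / Compound: single dose, pinned / Incubation: 1 h cell adhesion before compound, then overnight fibronectin incubation / Reagent: Alexa488-FN, 24 nM final / Read-out: inhibition of fibronectin deposition signal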
EWS-Fli block – inhibitors of EWS/Fli oncoprotein transcriptional activity; inhibition, % at 12.6 µM; actives 0.67% (n = 350,000); A673 NR0B1-luciferase reporter, viability-normalised; AID 651661;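 active = mean inhibition of at least 50% after viability correction, with every replicate also passing that limit; inconclusive = mean reaches 50% but only one of two replicates passes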;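 also: firefly luciferase signal divided by Alamar Blue viability fluorescence both relative to DMSO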
PAX8 reporter – inhibitors of PAX8 transcriptional activity in RMG-I cells. RMG-I TPO-luciferase reporter, SteadyGlo, 24 h. inhibition, % at 12.6 µM. actives 1.2% (n = 360,000). AID 652154;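 active = mean replicate inhibition at least 60% with every replicate also reaching 60%; inconclusive = only one of the two criteria is met; inactive = mean below 60% and not all replicates reaching 60%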;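 also: luciferase light reporting Pax8 driven TPO promoter activity; plate controls were median of neutral control wells for no effect and mitoxantrone controls for full effect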
DENV2 CPE rescue – inhibitors of DENV2 cytopathic effect. CPE inhibition, % at 9.99 µM. DENV2-infected cells, cytopathic effect rescue, plate reader. AID 651640. actives 1.7% (n = 350,000); in the data active = CPE inhibition above about 20%, passing the limit was not always enough; inconclusive = no clear call, values can overlap the other calls; tested in BHK-21 cells;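 also: 0% = median of neutral control wells and 100% = median of positive control wells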
INS-1E GSIS act – primary screen for activators of insulin secretion dependent on glucose, INS-1E cells, GLuc reporter luminescence. activation, % at 16.6 µM. actives 0.61% (n = 370,000). INS-1E GLuc reporter insulin secretion, 2-3 h;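 active = lowest replicate activation of at least 40%, so every replicate reaches that level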;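 also: 0% = median of neutral control wells and 100% = median of IBMX positive control wells; some compounds called inactive have numbers as strong as hits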
miR122 inh – blocks miR-122 activity in Huh7 sensor cells; Huh7 miR-122 Renilla luciferase sensor, 48 h; neutral wells = 0, positive control = 100; actives 0.3% (n = 340,000); activation (reporter increase), % at 12.5 µM;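 active = mean replicate activation score at least 90 and every replicate individually at or above 90; inconclusive = only one of the two criteria met; inactive = neither criterion met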;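 also: higher luciferase means less miR-122 activity so hits act as miR-122 inhibitors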
F508del corr – correctors of CFTR F508del function in bronchial epithelial cells. CFBE cells, YFP halide quenching; stimulated with forskolin plus potentiator P3; % fluorescence drop versus neutral controls. activity (quench increase), % at 7.58 µM. actives 0.36% (n = 350,000). AID 720511;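 active = mean added fluorescence quench of at least 8% versus neutral control, with both replicates also reaching 8%; inconclusive = only one of the mean or replicate conditions met; inactive = mean below 8% and not both replicates reaching 8%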;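 also: cells transiently co-express mutant CFTR-F508del with the halide-sensitive YFP; corrector assay measuring rescue of mutant channel to the surface after 24 h compound exposure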
An asterisk follows results filed as active; & = joins results of further samples; [ ] = dose if it differs, or a comment. Rows were taken by chance (roughly 3.9% active in at least one column).

Screening C/C=C/c1ccc2c(c1)O[C@@H](CN(C)C(=O)Cc1cccnc1)[C@@H](C)CN([C@H](C)CO)S2(=O)=O returned EWS-Fli block -9, PAX8 reporter -5, DENV2 CPE rescue 7, INS-1E GSIS act 20, miR122 inh -7[16.7 µM] and F508del corr -2.0.
Screening O=S(=O)(c1ccccc1)N1CCN(C(=S)NCc2ccccc2)CC1 returned FN deposit inh 2, EWS-Fli block 11, PAX8 reporter 2, INS-1E GSIS act -19, miR122 inh 14 and F508del corr -0.9.
`CC[C@@]1(C(=O)OC)N[C@H](CN(C)C(=O)Nc2ccc(OC)cc2)[C@@H]2C(=O)N(Cc3ccccc3)C(=O)[C@@H]21` gave FN deposit inh 9, EWS-Fli block -37, PAX8 reporter -83, DENV2 CPE rescue 2, INS-1E GSIS act -28, miR122 inh -4 and F508del corr -0.3.
Screening O=C(O)c1cc(=O)[nH]c2c(Cl)cccc12 returned FN deposit inh -13, EWS-Fli block 5, PAX8 reporter 33, DENV2 CPE rescue inconclusive, INS-1E GSIS act -37 and F508del corr -1.2.
Screening Cc1cc(N(C)Cc2ccccc2)nc(-c2ccccc2)n1 returned FN deposit inh 6, PAX8 reporter -2 and INS-1E GSIS act -15.
`C[C@@H]1CCCCO[C@@H](CN(C)Cc2ccc(C(=O)O)cc2)[C@H](C)CN([C@H](C)CO)C(=O)c2cc(NC(=O)Nc3ccccc3)ccc2O1` gave FN deposit inh -21, EWS-Fli block -5, PAX8 reporter -12, DENV2 CPE rescue 0, INS-1E GSIS act 4, miR122 inh 9[16.7 µM] and F508del corr -0.1.
`Nc1ccc2nc(-c3ccccc3)c(-c3ccccc3)nc2c1` gave FN deposit inh 4, EWS-Fli block 14, PAX8 reporter 8, DENV2 CPE rescue 2, INS-1E GSIS act 19, miR122 inh 13 and F508del corr -1.0.
`C[C@H](CO)N1C[C@H](C)[C@H](CN(C)C(=O)C2CCCCC2)Oc2cc(C#CC3CC3)ccc2S1(=O)=O` gave FN deposit inh -25, EWS-Fli block -8, INS-1E GSIS act -14, miR122 inh 18[16.7 µM] and F508del corr -1.6.
C[C@H](CO)N1C[C@H](C)[C@@H](CN(C)Cc2ccc(Oc3ccccc3)cc2)Oc2ccc(NC(=O)C3CC3)cc2C1=O was read as EWS-Fli block 12, PAX8 reporter 15, DENV2 CPE rescue 8, INS-1E GSIS act -10, miR122 inh 4[16.7 µM] and F508del corr -2.2.
Screening CSC1=NCCN1C(=O)C(C)(C)Oc1ccc(Cl)cc1 returned FN deposit inh 4, EWS-Fli block -3, PAX8 reporter 11, DENV2 CPE rescue 12, INS-1E GSIS act -11 and F508del corr 0.4.
Screening Cc1nnc(SCC(=O)Nc2ccccc2F)n1Cc1ccco1 returned FN deposit inh 0, EWS-Fli block -3, PAX8 reporter -5, DENV2 CPE rescue 64*, INS-1E GSIS act -7, miR122 inh 0 and F508del corr 0.1.
Cc1ccc(/C=C/C(=O)OCC(=O)N2CC(=O)Nc3ccccc32)o1 was read as FN deposit inh -9, EWS-Fli block 2, PAX8 reporter -8, DENV2 CPE rescue 1, INS-1E GSIS act -8, miR122 inh 2 and F508del corr 2.1.
Screening CCN(c1ccccc1)S(=O)(=O)c1cccc(C(=O)NCC(c2ccc(F)cc2)N2CCOCC2)c1 (centres undefined) returned FN deposit inh -3, EWS-Fli block 18, PAX8 reporter 1, DENV2 CPE rescue -2, INS-1E GSIS act -47, miR122 inh -15 and F508del corr 0.9.
O=C(CNc1ccccc1)N/N=C/c1ccc2c(c1)OCO2 was read as FN deposit inh 0, EWS-Fli block -21, PAX8 reporter -13, DENV2 CPE rescue -11, INS-1E GSIS act -2, miR122 inh -13 and F508del corr -2.5.
For CCn1c(=O)n(CCc2ccccc2)c(=O)c2c3c(sc21)CCCC3 the results were EWS-Fli block 10, DENV2 CPE rescue -3, INS-1E GSIS act -12, miR122 inh -3 and F508del corr -4.3.
CC1CN(C(=O)CCn2c(=O)oc3ccccc32)CC(C)O1 (centres undefined) was read as FN deposit inh 1, PAX8 reporter 0, INS-1E GSIS act 14 and miR122 inh -11.
`O=S(=O)(/N=C(/Nc1cc(N2CCOCC2)ncn1)c1ccc(F)cc1)c1ccccc1` gave FN deposit inh -7, EWS-Fli block 0&-28, PAX8 reporter 9, DENV2 CPE rescue -2&11, INS-1E GSIS act -5&-2 and F508del corr 2.7&5.2.
`CCn1cc(C(=O)NC(=S)Nc2ccccc2Br)cn1` gave FN deposit inh -4, EWS-Fli block -31, PAX8 reporter -157, DENV2 CPE rescue 4, INS-1E GSIS act 4 and F508del corr 5.2.
CCCCc1nnc(NC(=O)CSCc2cc(=O)n3ccsc3n2)s1 was read as FN deposit inh 13, EWS-Fli block 9, PAX8 reporter -5, DENV2 CPE rescue -6, INS-1E GSIS act -1, miR122 inh -5 and F508del corr -4.0.
O=S(=O)(c1ccccc1)N1CCN(C(=S)Nc2ccccc2Cl)CC1 was read as FN deposit inh 3, EWS-Fli block -5, PAX8 reporter -22, DENV2 CPE rescue 1, INS-1E GSIS act -8 and F508del corr 0.4.
CCOc1ccccc1OCCCC(=O)N1CCN(S(=O)(=O)c2ccc(C)cc2)CC1 was read as FN deposit inh 1, PAX8 reporter 12 and miR122 inh -25.
Screening CCCc1cc(-c2ccc(O)c(OCC)c2)c(C#N)c(N)n1 returned FN deposit inh 5, PAX8 reporter -17 and miR122 inh 4.
C[C@H](CO)N1C[C@H](C)[C@H](CN(C)Cc2ccc3c(c2)OCO3)Oc2ccc(NC(=O)CCN3CCOCC3)cc2C1=O was read as FN deposit inh -2, EWS-Fli block -5, PAX8 reporter 3, DENV2 CPE rescue -3, INS-1E GSIS act 26, miR122 inh -1[16.7 µM] and F508del corr -0.7.
Screening COc1ccc(NC(=O)CN2C(=O)COc3ccc(S(=O)(=O)N4CCOCC4)cc32)cc1Cl returned FN deposit inh -1, EWS-Fli block -3, PAX8 reporter -10, DENV2 CPE rescue 3, INS-1E GSIS act -25, miR122 inh -3 and F508del corr -0.5.
For C[C@H]1CN([C@@H](C)CO)C(=O)c2cc(NC(=O)Nc3cccc4ccccc34)ccc2O[C@H]1CN(C)S(=O)(=O)c1cccs1 the results were FN deposit inh 10, EWS-Fli block 12, DENV2 CPE rescue -6, INS-1E GSIS act -16, miR122 inh 1[16.7 µM] and F508del corr -3.2.
Screening Cc1ccccc1NC(=O)N1c2ccccc2CC1C (centres undefined) returned FN deposit inh -6, PAX8 reporter -51 and INS-1E GSIS act 14.
Cc1ccnc(NC(=O)C(C)N2C(=O)c3ccccc3C2=O)c1 (centres undefined) was read as FN deposit inh -1, EWS-Fli block 0, PAX8 reporter -1, DENV2 CPE rescue -2 and INS-1E GSIS act 3.
`COc1ccc([C@H]2N[C@]3(CCCN(Cc4ccc(Br)cc4)C3=O)[C@H]3C(=O)N(C)C(=O)[C@@H]23)cc1` gave FN deposit inh 0, EWS-Fli block 2, PAX8 reporter -5, DENV2 CPE rescue -6, INS-1E GSIS act -4, miR122 inh 1 and F508del corr 0.0.
`C[C@@H](C(=O)O)[C@H]1C[C@]1(C)[C@H](NC(=O)OCc1ccccc1)c1ccccc1` gave FN deposit inh 0, EWS-Fli block -3, PAX8 reporter -16, DENV2 CPE rescue 10, INS-1E GSIS act 10, miR122 inh 2 and F508del corr 1.8.
Screening O=C(C1CCCC1)N1CCCC(Nc2ccc(F)cc2)C1 (centres undefined) returned FN deposit inh 1, PAX8 reporter 16, DENV2 CPE rescue -2, INS-1E GSIS act 10, miR122 inh -7 and F508del corr -6.8.
`O=c1cc(Cl)[nH]n(-c2ccccc2)c1=O` gave FN deposit inh 1, EWS-Fli block 9, PAX8 reporter -37, DENV2 CPE rescue -4, miR122 inh -8 and F508del corr -2.9.
Screening CC(=O)CSc1ncnc2sc3c(c12)CCCC3 returned FN deposit inh 2, EWS-Fli block 1, PAX8 reporter 15, DENV2 CPE rescue 3, INS-1E GSIS act 14, miR122 inh -3 and F508del corr 1.7.
COc1ccc(S(=O)(=O)N(C)c2ccc(C(=O)Nc3cccnc3)cc2)cc1OC was read as FN deposit inh 10, EWS-Fli block -8, PAX8 reporter -11, DENV2 CPE rescue -1, INS-1E GSIS act 7, miR122 inh -7 and F508del corr 0.5.
`C[C@H](CO)N1C[C@H](C)[C@@H](CN(C)Cc2ccc3c(c2)OCO3)Oc2ccc(NC(=O)CCCCCC(=O)Nc3ccccc3N)cc2CC1=O` gave EWS-Fli block 30, PAX8 reporter 31, DENV2 CPE rescue -10, INS-1E GSIS act 2, miR122 inh -8[16.7 µM] and F508del corr -1.2.
COc1cccc(-c2nn(-c3ccccc3)cc2CN(C)C(C)c2ccncn2)c1 (centres undefined) was read as FN deposit inh -3, EWS-Fli block 3, PAX8 reporter 9, DENV2 CPE rescue -8, INS-1E GSIS act -4 and miR122 inh -4.
COCC(=O)Nc1ccc2c(c1)[C@@H]1C[C@H](CC(=O)N3CCCCC3)O[C@@H](CO)[C@@H]1O2 was read as FN deposit inh -18, EWS-Fli block 9, PAX8 reporter -4, DENV2 CPE rescue 8, INS-1E GSIS act 15, miR122 inh 2[16.7 µM] and F508del corr 0.1.
Screening O=C(O)c1c2c(nc3ccccc13)/C(=C/c1cccc([N+](=O)[O-])c1)CCC2 returned FN deposit inh 6, EWS-Fli block -2, PAX8 reporter -4, DENV2 CPE rescue -2, INS-1E GSIS act 14, miR122 inh 3 and F508del corr -0.1.
Screening O=C(N/N=C/c1cccs1)c1ccc2nc[nH]c2c1 returned FN deposit inh -6, EWS-Fli block -26, PAX8 reporter -35, DENV2 CPE rescue -4, INS-1E GSIS act 8 and F508del corr -0.7.
`CCCCCc1nc2c(=O)[nH]c3ccccc3c2o1` gave FN deposit inh -9, PAX8 reporter -32 and miR122 inh 0.
Screening Cc1noc(NS(=O)(=O)c2ccc(NC(=O)c3ccc(Cl)c(S(=O)(=O)N(C)c4ccccc4)c3)cc2)c1C returned FN deposit inh -7, EWS-Fli block 1, PAX8 reporter 9, DENV2 CPE rescue 11, INS-1E GSIS act 6 and F508del corr 2.8.
Screening CC(C)NC(=O)Nc1ccc2c(c1)C(=O)N(C)[C@H]1CC[C@H](CC(=O)Nc3ccc(F)cc3)O[C@@H]1CO2 returned FN deposit inh -25, EWS-Fli block -2, PAX8 reporter -3, DENV2 CPE rescue 1, INS-1E GSIS act -1, miR122 inh -2[16.7 µM] and F508del corr -0.5.
`COCCC(=O)Nc1ccc2c(c1)CN(C(=O)CCSC)CC2` gave FN deposit inh 14, EWS-Fli block -9, PAX8 reporter 5, DENV2 CPE rescue 1, INS-1E GSIS act -1, miR122 inh -1 and F508del corr 1.1.
`Cc1ccc(C)c(OCCC(=O)OCC(=O)Nc2cccc(S(=O)(=O)N3CCCC3)c2)c1` gave FN deposit inh -1, EWS-Fli block -1, PAX8 reporter -15, DENV2 CPE rescue -2, INS-1E GSIS act -41, miR122 inh -4 and F508del corr -0.2.
CO[C@H]1CN(C)C(=O)c2ccc(NC(=O)C3CCC3)cc2OC[C@H](C)N(Cc2ccccn2)C[C@@H]1C was read as FN deposit inh 7&1&7, EWS-Fli block -15&-11, PAX8 reporter 0&13, DENV2 CPE rescue -6&4, INS-1E GSIS act 10&-2 and F508del corr -0.3&-1.6.
